Bioassay records (PubChem BioAssay)
FBA Mtb inh: Mtb fructose-bisphosphate aldolase inhibition. inhibition, % at 1 µM. AID 588726. purified M. tuberculosis FBA, fluorescence read-out. actives 2.3% (n = 360,000); in the data active means inhibition above about 27%;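 further: 0% = vehicle and 100% = reference inhibitor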
Target sequence (P9WQA3 whole entry, looked up): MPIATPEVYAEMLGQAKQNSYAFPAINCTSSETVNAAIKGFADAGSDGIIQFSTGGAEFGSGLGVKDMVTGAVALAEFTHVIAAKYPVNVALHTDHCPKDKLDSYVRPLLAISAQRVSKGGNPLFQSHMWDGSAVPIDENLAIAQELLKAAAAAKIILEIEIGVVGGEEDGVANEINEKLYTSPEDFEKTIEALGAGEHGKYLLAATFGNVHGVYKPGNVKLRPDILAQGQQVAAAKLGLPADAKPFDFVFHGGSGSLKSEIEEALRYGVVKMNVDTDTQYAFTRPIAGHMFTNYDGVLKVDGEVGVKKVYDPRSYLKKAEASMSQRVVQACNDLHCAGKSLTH
FadD28 FP inh: blocks FadD28 binding to the bisubstrate probe. fluorescence polarization. inhibition, % at 12.5 µM. actives 0.22% (n = 360,000). AID 588549; in the data active means inhibition above about 8.5%, passing the limit was not always enough; inconclusive means no clear call, values can overlap the other calls
BoNT-F LC inh: BoNT F light chain protease inhibition. Multiplex microsphere protease cleavage assay, flow cytometry. inhibition, % at 10 µM. actives 0.22% (n = 360,000); in the data active means inhibition above about 35%, passing the limit was not always enough; inconclusive means no clear call, values can overlap the other calls; further: plate controls were buffer without enzyme for full effect and enzyme alone for no effect
GDH-TPI counter: counter-screen for M. tuberculosis FBA inhibitors: GDH-TPI coupled enzymes; GDH-TPI coupled enzyme counterscreen, NADH absorbance; inhibition, % at 4.8 µM; actives 1.2% (n = 360,000); AID 588335; in the data active means inhibition above about 30%;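 further: 0% = DMSO wells and 100% = wells lacking the enzyme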
MazEF act: activators of E. coli MazEF toxin-antitoxin RNase; FAM/BHQ RNA-DNA oligo cleavage fluorescence, 5 h; actives 0.32% (n = 350,000); P0AE70; activation, % at 20 µM; in the data active means activation above about 50%
Target sequence (P0AE70 whole entry, looked up): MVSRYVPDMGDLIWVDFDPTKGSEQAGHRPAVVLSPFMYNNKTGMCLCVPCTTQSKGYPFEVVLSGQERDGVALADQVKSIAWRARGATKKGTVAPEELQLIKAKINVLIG
UGM FP inh: blocks M. tuberculosis UGM enzyme | actives 0.06% (n = 320,000) | inhibition, % at 10 µM | purified UGM, fluorescence polarization probe displacement | AID 504406 | P9WIQ1; in the data active means inhibition above about 10%, passing the limit was not always enough; inconclusive means no clear call, values can overlap the other calls
Rv3671c protease: inhibitors of M. tuberculosis serine protease Rv3671c; P9WHR9; inhibition, % at 5.96 µM; actives 0.048% (n = 320,000); in the data active means inhibition above about 38%;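 further: extracellular domain of Rv3671c used as enzyme; 0% = enzyme with DMSO and 100% = no enzyme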
Target sequence (P9WHR9 whole entry, looked up, the tested form may be a part): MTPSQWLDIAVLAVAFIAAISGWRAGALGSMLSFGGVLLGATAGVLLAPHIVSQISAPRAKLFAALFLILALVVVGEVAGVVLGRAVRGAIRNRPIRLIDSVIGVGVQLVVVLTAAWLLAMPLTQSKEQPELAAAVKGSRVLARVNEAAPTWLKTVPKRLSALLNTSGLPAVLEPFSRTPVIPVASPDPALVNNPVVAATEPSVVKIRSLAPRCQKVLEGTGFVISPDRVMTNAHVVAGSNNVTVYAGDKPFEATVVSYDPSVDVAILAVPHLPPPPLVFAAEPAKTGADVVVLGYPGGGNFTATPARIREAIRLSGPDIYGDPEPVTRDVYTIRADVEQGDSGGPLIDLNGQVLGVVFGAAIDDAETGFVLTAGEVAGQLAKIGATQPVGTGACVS
PrPC surface inh: reduces human prion protein on the cell surface | cell surface PrPC, TR-FRET read-out | inhibition, % at 13.8 µM | actives 0.43% (n = 370,000); in the data active means inhibition above about 24%; further: 0% = median of the test wells and 100% = reference compound wells
BioA inh: inhibitors of Mycobacterium tuberculosis BioA enzyme | purified M. tuberculosis BioA enzyme, plate reader | inhibition, % at 9.99 µM | actives 0.096% (n = 360,000) | AID 602481; in the data active means inhibition above about 40%; inconclusive means no clear call, values can overlap the other calls
* marks the source's active call; other numbers are inactive results; ? = inconclusive; / = no result given.

SMILES	FBA Mtb inh	FadD28 FP inh	BoNT-F LC inh	GDH-TPI counter	MazEF act	UGM FP inh	Rv3671c protease	PrPC surface inh	BioA inh
COc1ccc2cc3cc(C(=O)Nc4ccc5c(c4)OCO5)oc3nc2c1	-2	-1.0	-18	9	5	-1.5	0	-3	-1.6
O=C(/C=C/c1ccccc1Cl)c1ccccc(=O)c1O	-2	1.2	0	12	-19	-1.6	13	-8	/
Cc1cccc(NC(=S)NC(=O)c2cc(-c3ccccc3)nc3ccccc23)c1	1	-0.2	-6	26	-2	-1.4	-21	0	-0.7
C[C@@]12C(=O)Nc3cc(F)ccc3C(=O)N1[C@H]1c3ccccc3OC[C@@H]1[C@@H]2c1ccccc1	-1	-7.7	-1	-6	6	-2.1	-20	/	-0.3
Cc1cc(-c2n[nH]c(=S)n2/N=C/c2sccc2C)n[nH]1	-4	-3.4	3	4	-11	2.2	5	-12	/
Nc1cc(S(=O)(=O)N2CCCCC2)ccc1Oc1ccccc1	-10	-2.6	6	-2	0	-1.4	5	11	/
Cc1ccc(SC(C)C(=O)N2CCC(C(N)=O)CC2)cc1 (stereo not given)	-3	-3.7	3	-8	6	-0.4	4	-5	/
CC(=O)Nc1ccc(S(=O)(=O)NCCSCc2ccccc2Cl)cc1	2	-3.7	-8	6	0	-4.0	-2	3	/
COc1ccc(OC)c(C(C)NC(=O)Nc2cccc(C(C)=O)c2)c1 (stereo not given)	-1	-0.4	-1	-1	-3	-0.7	-7	-2	/
COc1ccccc1CNC(=O)COc1ccc(S(=O)(=O)N2CCOCC2)cc1C	1	-3.0	-4	-7	5	0.1	3	1	-3.9
COc1ccc(CC(=O)c2ccc(O)cc2O)cc1	2	-1.5	-4	43*	10	-0.6	6	-4	0.2
COc1cccc(CNC(=O)CCC(=O)N2C[C@H]3C[C@H](C2)c2cccc(=O)n2C3)c1OC	0	-4.0	2	3	9	2.0	-6	4	1.1
Cc1cc(C)n2nc(C(=O)OCC(=O)NCc3ccccc3)nc2n1	-2	-0.3	-8	0	4	-1.5	-3	6	0.0
Cc1cc(-c2nn(C)c(=O)c3ccccc23)cc(C)c1O	-2	-0.5	3	-1	-14	-0.3	-3	3	-0.5
O=C1COc2ccc(S(=O)(=O)Nc3cccc(Cl)c3)cc2N1	3	-0.7	-2	8	7	-1.4	3	3	0.7
CCCSc1nc2c(c(=O)n(C)c(=O)n2C)n1C	1	-0.5	-4	5	15	2.0	-4	-3	/
Cc1c(CCOC(=O)c2ccccc2)sc[n+]1Cc1ccccc1	5	0.2	-1	25	11	0.2	4	0	2.5
C=CCNC(=S)NNC(=O)C(CCCC)CC(C)(C)O (stereo not given)	-1	-1.5	-4	10	2	-2.9	-8	5	-2.2
COc1ccc(-c2nc3c(C)cc(Br)cn3c2CC(C)(C)C)cc1OC	-1	-19	5	/	/	/	/	42*	5.0
NC(=O)CSc1nc2ccccc2c(=O)n1-c1ccccc1	2	0.5	22	10	3	0.3	0	4	0.6
COc1cccc(OCC(=O)O/N=C(\N)c2ccc(OC)c(OC)c2)c1	-2	0.3	-4	11	11	0.0	-11	6	0.3
N#CC1(Nc2ccccc2)C(=O)Nc2ccccc21 (stereo not given)	3	0.5	1	-4	-11	-0.7	6	-6	-0.5
Cc1nc(N)[nH]c(=O)c1Oc1cccc(C(F)(F)F)c1	0	-2.1	0	7	-4	0.3	0	7	0.0
COc1ccccc1CCC(=O)OCC(=O)NCc1ccc(OC)c(OC)c1	5	-1.2	-9	5	4	-0.9	-1	5	0.7
O=S(=O)(Nc1ccc(S(=O)(=O)Nc2ncccn2)cc1)c1ccccc1	2	-2.2	-3	-9	3	1.3	-5	3	-0.1
Fc1cccc(CN2CCN(C(=S)NCCc3ccccc3)CC2)c1	1	-1.6	-4	0	-8	3.8	1	-4	/
O=C(/C=C/c1ccc(Cl)c([N+](=O)[O-])c1)Nc1ccc(N2CCCC2)c(Cl)c1	-1	-0.1	2	1	9	-3.4	5	-5	/
O=C(NCc1cccs1)C(=O)c1c[nH]c2ccccc12	1	-2.2	2	2	-1	0.9	-4	-11	-1.2
Cn1c(=O)c2c(nc(NCc3ccco3)n2CCc2ccccc2)n(C)c1=O	0	-4.0	-3	-8	-9	1.9	2	8	0.0
CC(=O)Nc1ccc(S(=O)(=O)Nc2nccs2)cc1	-1	-2.3	-19	-20	8	0.9	/	-4	11
COc1ccc(/C=N/NC(=O)c2ccc3nc[nH]c3c2)c(OC)c1	0	-2.1	0	35*	-25	-0.2	0	1	2.3
Cc1cc(C(=O)NNc2c(Cl)cccc2Cl)n(C(C)(C)C)n1	2	-2.8	?	-2	9	-1.1	-2	3	/
O=C(O)c1cccc(NC(=S)N/N=C/c2ccccn2)c1	1	-4.4	-8	14	5	-0.6	2	4	/
O=S(=O)(Cc1ccccc1Cl)NCc1ccccc1	-1	-3.6	-4	-4	3	-0.6	-1	1	-0.6
O=S(=O)(c1cc(Cl)ccc1Cl)N1CCN(Cc2ccc3c(c2)OCO3)CC1	0	-1.7	-9	-2	-1	-1.1	-3	5	-0.7
O=C(COc1cccnc1[N+](=O)[O-])Nc1ccc(F)cc1	5	-1.6	2	13	1	5.6	-2	-6	/
COc1ccc(NC(=O)c2cc(-c3cc(Cl)ccc3OC)n[nH]2)cc1OC	-4	-1.5	-2	4	/	/	/	19	-1.0
O=C(O)c1ccnc(SCC(=O)c2ccccc2)c1	1	-2.3	1	4	6	-2.1	-3	-2	/
CC1CCN(C(=O)Cn2nnc(-c3ccc(C(C)C)cc3)n2)CC1	1	-0.4	-30	10	-6	1.2	/	9	-1.8
O=C(Cn1c(=O)n(Cc2ccco2)c(=O)c2c3c(sc21)CCCCC3)Nc1ccccc1	-1	-4.5	6	4	2	3.0	-65	2	0.1
Cc1ccc(NC(=O)N2CCN(C/C=C/c3ccccc3)CC2)cc1	-2	-3.3	-8	-4	3	0.7	9	-6	/
O=C(CCl)Nc1ccc(N2CCCCCC2)cc1	5	-0.7	-3	0	14	-1.6	6	-7	-0.2
O=C(O)CCCC(=O)N1CCN(C(c2ccccc2)c2ccccc2)CC1	0	-2.1	1	-2	-3	-0.2	-14	2	/
Cc1nc2c(Br)cc(Br)cc2cc1O	-1	-2.6	-15	10	-9	1.9	-4	103*	-0.5
C=CCC(C(=O)c1ccccc1)[N+](C)(C)CC=C (stereo not given)	2	0.0	-5	0	1	-0.2	-3	-1	/
CC(C)(CNC(=O)c1cccc(S(=O)(=O)Nc2ccc(SC(F)F)cc2)c1)N1CCOCC1	0	-3.1	-8	-6	0	/	/	-4	-0.1
C/C(=N\OCC(=O)OCC(=O)NC(=O)c1ccc(OC(F)F)cc1)c1ccc2c(c1)OCO2	0	-0.1	13	2	-4	5.4	-7	-7	/
FC(F)(F)c1nnc2sc(-c3ccncc3)nn12	2	-5.0	2	-9	4	-4.3	-2	-2	0.6
O=C(NCCc1ccccc1)c1ccc(NC(=O)C2CC2)cc1	-3	-2.0	0	-5	3	/	/	2	-1.1
COc1ccc2cc(C(=O)N/N=C/c3sc4ccccc4c3O)ccc2c1	-2	-3.0	-10	18	-195	1.1	-91	14	/

Reprinted at random: 3 compounds from above, in no set order.
SMILES	FBA Mtb inh	FadD28 FP inh	BoNT-F LC inh	GDH-TPI counter	MazEF act	UGM FP inh	Rv3671c protease	PrPC surface inh	BioA inh
Cc1nc2c(Br)cc(Br)cc2cc1O	-1	-2.6	-15	10	-9	1.9	-4	103*	-0.5
COc1ccc(NC(=O)c2cc(-c3cc(Cl)ccc3OC)n[nH]2)cc1OC	-4	-1.5	-2	4	/	/	/	19	-1.0
O=C(CCl)Nc1ccc(N2CCCCCC2)cc1	5	-0.7	-3	0	14	-1.6	6	-7	-0.2

A draw from above in order of SMILES length, largest number first:
SMILES	FBA Mtb inh	FadD28 FP inh	BoNT-F LC inh	GDH-TPI counter	MazEF act	UGM FP inh	Rv3671c protease	PrPC surface inh	BioA inh
CC(C)(CNC(=O)c1cccc(S(=O)(=O)Nc2ccc(SC(F)F)cc2)c1)N1CCOCC1	0	-3.1	-8	-6	0	/	/	-4	-0.1
COc1ccc2cc(C(=O)N/N=C/c3sc4ccccc4c3O)ccc2c1	-2	-3.0	-10	18	-195	1.1	-91	14	/
O=C(NCCc1ccccc1)c1ccc(NC(=O)C2CC2)cc1	-3	-2.0	0	-5	3	/	/	2	-1.1

Going on with the list:
SMILES	FBA Mtb inh	FadD28 FP inh	BoNT-F LC inh	GDH-TPI counter	MazEF act	UGM FP inh	Rv3671c protease	PrPC surface inh	BioA inh
CCOC(=O)N1CCN(C(=O)CN(C)S(=O)(=O)c2ccc(F)cc2)CC1	0	-2.6	-1	-2	1	3.9	6	3	-4.8
COc1ccc(Br)cc1/C=N/NC(=O)CNC(=O)c1cccnc1	0	-1.0	15	21	6	-3.1	10	0	0.4
CC(=O)N(Cc1ccccc1)C(CC(=O)NCc1ccccc1)C(=O)O (stereo not given)	0	/	3	-11	6	/	/	1	0.2
O=P(O)(O)c1ccccc1OCCCCCOc1ccccc1P(=O)(O)O	3	1.3	3	1	-13	6.3	-1	0	-0.8
CCCC(=O)Nc1nn(CC)c2nc3ccc(C)cc3cc12	1	0.2	16	-1	7	0.7	10	-3	-2.3
COC(=O)C1=C(C)NC(C)=C(C(=O)OC)C1C(=O)OCc1nc2cc(C(=O)OC)ccc2c(=O)[nH]1	3	-4.3	/	8	0	-1.2	8	-3	-0.2
C[C@@H](C(=O)Nc1ccc(OC(F)F)c(Cl)c1)N1C(=O)C2CC=CCC2C1=O (stereo not given in full)	-4	-5.5	8	-1	0	-3.7	3	-3	-0.8
COc1ccc(/C=c2\s/c(=C(/C#N)C(=O)NCc3ccco3)n(-c3ccccc3)c2=O)cc1	2	-3.5	6	0	-15	3.4	0	7	/
COc1ccc(-c2ccc(SCC(=O)NCC3CCCO3)nn2)cc1OC (stereo not given)	2	-0.4	-5	16	3	1.6	14	-1	/
COC(=O)C1=C(c2cccc(C#N)c2)C[C@@H]2CC[C@H]1N2C(=O)N1CCCCC1	1	0.4	2	2	3	2.5	-6	8	1.9
Nc1ccccc1C(=O)NNc1c2ccccc2nc2ccccc12	17	-5.5	?	3	6	-0.5	2	-8	0.2
O=C(Nc1nc(-c2cc(Cl)sc2Cl)cs1)c1cccs1	-1	-0.2	/	0	-4	-0.8	-154	-2	-2.7
Cc1cccc2cc(COC(=O)c3ccccn3)c(=O)[nH]c12	4	-0.6	-5	17	6	0.4	9	11	4.1
CC(=O)N1c2ccccc2NC2=C(C(=O)CCC2)C1c1ccco1 (stereo not given)	0	-2.3	-2	26	1	1.5	12	-6	-3.3
Cc1cc(-c2nnc(SCC(=O)Nc3ccc(S(N)(=O)=O)cc3)n2N)n[nH]1	6	-1.5	-4	2	1	3.9	0	-4	0.4
Cc1cccc(Cn2c(Sc3nc(C)cs3)nc3c2c(=O)[nH]c(=O)n3C)c1	-2	-4.6	4	-4	2	1.6	-1	4	-1.1
CCC(=O)NCc1ccc(-c2nc3ncccc3o2)cc1	26	-2.7	?	3	9	0.2	-1	6	3.1
COc1ccc(-c2cc(NC=O)c3ncc(-c4cnn(C)c4)n3c2)cc1	5	0.8	0	-5	/	/	/	-4	0.9
COc1ccc2c(c1)c(=O)oc1cc(OCC(=O)N3CCc4ccccc4C3)ccc12	12	-4.4	11	-2	-1	3.3	-5	1	/
Cc1nc(C(=O)Nc2cccc(Cl)c2)nn1-c1cc(OC(C)C)c(Cl)cc1Cl	3	1.6	-4	3	-1	0.4	-11	8	-6.4
Cc1ccc(N(Cc2ccccc2)C(=O)c2cccc(S(=O)(=O)N3CC(C)OC(C)C3)c2)cc1 (stereo not given)	-1	-1.1	3	2	-15	-3.5	-6	8	-0.9
Cn1c(=O)n(C)c2cc(S(=O)(=O)Nc3ccccc3O)ccc21	0	-0.9	-9	-3	9	-0.6	-7	-5	5.6
COc1ccc(C(=O)N2CCOCC2)cc1S(=O)(=O)N1CCCc2ccccc21	-1	-0.4	-1	-3	-4	-3.3	1	6	/
CCOc1ccc(N(CC(=O)Nc2ccc(Br)cc2)S(C)(=O)=O)cc1	1	-0.3	/	17	3	1.7	-7	1	3.4
Cc1ccc(S(=O)(=O)Cc2ccc(C(=O)NCCCN3CCCC3=O)o2)cc1	4	0.1	-2	-2	4	2.0	2	-2	2.5
O=C(CSc1n[nH]c(-c2ccccc2Br)n1)NC(=O)NCc1ccco1	0	0.1	-25	9	1	0.9	-3	6	3.1
CCOC1=C2[C@@H](CN(S(=O)(=O)c3ccc(C)cc3)[C@H]2c2ccc(CC)cc2)[C@H]2C(=O)N(c3ccccc3)C(=O)[C@H]2C1	2	-1.3	9	/	/	/	/	-3	-0.1
